Assay outcomes (PubChem)
MrgX1 agonist: agonists of human MrgX1 receptor, primary screen, HEK293 cells, Fluo-4 calcium flux | AID 588627, 2011 | Mas-related G-protein coupled receptor member X1 (Homo sapiens), Q96LB2 | B-score at 10 µM | Fluo-4 calcium fluorescence, agonist mode; stronger effect = higher value | 310,000 compounds, 0.44% hits;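 active = calcium response B-score plate-corrected fluorescence ratio at least 3 library SD, with starting fluorescence B-score inside 5 SD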
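System: HEK293 cells stably expressing human MrgX1 receptor; Dosing: test compound in the initial addition of three; Schedule: overnight plating, then 30 min 37 °C plus 30 min room-temperature dye loading; Detection: kinetic calcium dye fluorescence, Fluo-4 NW; Controls: per-plate positive and negative controls for Z′ factor.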
ANO1 activ: TMEM16A chloride channel activators or potentiators, primary screen, cell-based, HTS. Anoctamin-1 (Mus musculus), Q8BHY3. HEK293 TMEM16A/YFP-H148Q/I152L, iodide quench fluorescence; stronger effect = lower value. B-score at 10 µM. 340,000 compounds, 0.3% hits. AID 623877, 2012;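 active = fluorescence-ratio B-score plate-corrected deviation score at least 3 library SD below zero, with starting fluorescence score within 5 deviations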;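 also: channel opened by trigger with iodide after compound preincubation; score built on the fluorescence ratio of max minus min over baseline; more negative score means more quench and so TMEM16A activation or potentiation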
Target sequence (Q8BHY3 whole entry, looked up): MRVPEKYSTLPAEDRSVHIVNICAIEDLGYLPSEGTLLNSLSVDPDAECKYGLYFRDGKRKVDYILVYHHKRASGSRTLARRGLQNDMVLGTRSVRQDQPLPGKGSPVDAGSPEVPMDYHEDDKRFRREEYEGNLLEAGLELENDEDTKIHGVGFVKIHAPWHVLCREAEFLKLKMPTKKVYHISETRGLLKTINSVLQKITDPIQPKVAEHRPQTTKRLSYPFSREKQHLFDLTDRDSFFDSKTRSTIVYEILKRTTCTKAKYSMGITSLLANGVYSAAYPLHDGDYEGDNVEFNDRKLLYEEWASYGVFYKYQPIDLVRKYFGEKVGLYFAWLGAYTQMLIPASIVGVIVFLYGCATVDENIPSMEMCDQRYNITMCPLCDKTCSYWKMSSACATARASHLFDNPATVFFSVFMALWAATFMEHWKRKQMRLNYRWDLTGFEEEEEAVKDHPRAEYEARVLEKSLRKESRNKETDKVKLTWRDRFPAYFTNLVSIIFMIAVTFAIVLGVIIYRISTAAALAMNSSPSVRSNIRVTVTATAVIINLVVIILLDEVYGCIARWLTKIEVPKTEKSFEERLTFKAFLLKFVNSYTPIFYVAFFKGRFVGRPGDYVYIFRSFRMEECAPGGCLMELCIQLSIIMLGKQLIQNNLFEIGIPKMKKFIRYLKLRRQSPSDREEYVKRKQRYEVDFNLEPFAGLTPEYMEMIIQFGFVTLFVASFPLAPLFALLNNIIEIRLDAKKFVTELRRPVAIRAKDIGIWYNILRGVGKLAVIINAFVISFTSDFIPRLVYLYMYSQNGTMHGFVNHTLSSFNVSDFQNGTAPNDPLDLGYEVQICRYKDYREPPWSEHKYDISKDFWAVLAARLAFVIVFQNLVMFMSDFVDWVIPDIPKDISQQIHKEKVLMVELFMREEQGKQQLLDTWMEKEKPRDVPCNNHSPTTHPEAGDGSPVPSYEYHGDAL
MrgX1 antag: antagonists of human MrgX1 receptor, primary screen, HEK293 cells, Fluo-4 calcium flux; BAM8-22 antagonism; stronger effect = lower value; B-score at 10 µM; 310,000 compounds, 1.3% hits;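 active = calcium-response B-score plate-corrected more than 3 library SD below zero, starting fluorescence within 5 deviations, no agonist response on first addition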;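 also: peak minus trough fluorescence over baseline after final BAM8-22 challenge near maximal dose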
TRPC4 act: activators of mouse TRPC4 channel, primary screen, Fluo4 calcium, HEK293 TRPC4beta/mu-opioid cells. Fluo4 calcium fluorescence; stronger effect = higher value. AID 2237, 2010. Short transient receptor potential channel 4 (Mus musculus), Q9QUQ5. B-score at 10 µM. 310,000 compounds, 0.49% hits;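 active = B-score above 5 SD of library B-scores, and initial fluorescence ratio not above library mean plus 5 SD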;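 also: positive B-score marks a calcium rise read as TRPC4 activation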
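Assay system – TRPC4beta and mu-opioid receptor HEK293 stable cells · Measured by – Fluo4 fluorescence, kinetic · Schedule – dye loading 45 min room temperature, 110 s kinetic read · Read-out – B-scored integrated calcium fluorescence ratio · Controls – buffer and maximal DAMGO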
TRPC4 PAM: positive allosteric modulators of TRPC4, primary screen, cell-based, mouse TRPC4beta, HEK293 mu-opioid, Fluo-4 calcium | DAMGO EC20, Fluo-4 Ca2+ flux; stronger effect = higher value | B-score at 10 µM | 310,000 compounds, 0.42% hits;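 active = B-score of calcium response area above 5 SD of library B-scores, with initial fluorescence ratio within 5 SD of library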;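 also: B-score of integrated fluorescence ratio over time as area under calcium response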
TRPC6 inhibitor: mouse TRPC6 channel inhibitors, primary screen, cell-based, HEK293, membrane potential dye. B-score at 10 µM. ACh-evoked depolarization; stronger effect = lower value. 310,000 compounds, 1.1% hits. Short transient receptor potential channel 6 (Mus musculus), Q61143;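 active = B-score under library mean minus 3 SD, initial fluorescence not abnormally high, positive integrated signal ratio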;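 also: B-score derived from integrated fluorescence ratio over the kinetic read; more negative B-score means stronger inhibition of depolarization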
TRPC4 block: inhibitors of mouse TRPC4 channel, primary screen, Fluo4 calcium, HEK293 TRPC4beta/mu-opioid cells. Short transient receptor potential channel 4 (Mus musculus), Q9QUQ5. 300,000 compounds, 0.39% hits. B-score at 10 µM. DAMGO-evoked Fluo4 calcium flux; stronger effect = lower value;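 active = B-score over 3 SD under the library average, no early fluorescence shift, positive overall ratio signal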
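material = TRPC4beta/mu-opioid receptor HEK293 cell line | probe or stimulus = sequential submaximal and maximal DAMGO stimulation | compound dosing = one concentration per compound | measured by = Fluo4 Ca2+ flux fluorescence | evaluation = integrated fluorescence ratio relative to baseline, converted to per-well B score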
TRPC6 activator: mouse TRPC6 channel activators, primary screen, cell-based, HEK293, membrane potential dye; Short transient receptor potential channel 6 (Mus musculus), Q61143; HEK293-TRPC6 membrane potential dye fluorescence; stronger effect = higher value; B-score at 10 µM; 310,000 compounds, 0.13% hits; AID 2550, 2010;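 active = B-score of the integrated fluorescence ratio above library mean plus 3 SD, and starting fluorescence ratio within library mean plus 5 SD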;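 also: higher score means more depolarization so channel activation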
MrgX1 PAM: positive allosteric modulators of MrgX1, primary screen, HEK293 cells, Fluo-4 calcium flux; 310,000 compounds, 0.63% hits; B-score at 10 µM; AID 588675, 2011; FDSS; stronger effect = higher value;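 active = plate-corrected calcium response at least 3 library SD above typical, normal starting fluorescence, not activating the receptor alone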;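 also: compound read alongside a low EC10 to EC30 dose of BAM8-22 agonist; peak minus trough fluorescence over baseline measured at the second addition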
RGS4 block: RGS4 inhibitors, primary screen, cell-based, HEK293 M3R inducible RGS4, calcium flux; Regulator of G-protein signaling 4 (Homo sapiens), P49798; Fluo-4 calcium flux; stronger effect = higher value; triggered by carbachol at its EC20; B-score at 10 µM; 310,000 compounds, 0.45% hits; AID 463165, 2010;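 active = B-score, a plate-corrected calcium signal, over three deviations above library mean, with baseline fluorescence within five deviations of library mean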;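 also: RGS4 expression induced by doxycycline in cells with stable M3 receptor; B-score is computed from the integrated fluorescence ratio over baseline after carbachol; higher B-score means a larger calcium signal and so more RGS4 inhibition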
TMEM16A inh: TMEM16A chloride channel inhibitors, primary screen, cell-based, HTS; Anoctamin-1 (Mus musculus), Q8BHY3; HEK293 TMEM16A/YFP iodide influx fluorescence, ionomycin; normalized B-score (activity score, 25-100; higher = stronger inhibition) at 10 µM; 310,000 compounds, 1.2% hits;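 active = ratio plate-corrected score three or more library SD toward inhibition, starting fluorescence score within five deviations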;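 also: score derived from kinetic fluorescence span divided by baseline fluorescence per well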
* = called active by the depositor; i = inactive; · = not tested or not shown.

SMILES	MrgX1 agonist	ANO1 activ	MrgX1 antag	TRPC4 act	TRPC4 PAM	TRPC6 inhibitor	TRPC4 block	TRPC6 activator	MrgX1 PAM	RGS4 block	TMEM16A inh
CC(C)(C)N1CC(C(=O)Nc2ccc(S(N)(=O)=O)cc2)CC1=O (configuration not stated)	i	i	-4.9*	i	i	i	i	i	i	i	i
Cc1ccc(S(=O)(=O)Nc2cc(=O)[nH]c(SCC(=O)Nc3cccc(C)c3)n2)cc1	i	i	i	i	i	i	i	i	i	i	i
Cc1c(C#N)c(N)nc(Cl)c1C#N	i	i	i	i	i	i	i	i	i	i	i
O=C(CCc1ccccc1)N1CCN(Cc2ccc(F)cc2Cl)CC1	i	i	i	i	i	i	i	i	i	i	i
CC(=O)Oc1c(-c2ccc(Br)o2)oc2ccccc2c1=O	i	i	-5.5*	i	i	i	i	i	i	i	i
COc1cc(C(=O)NCC(=O)NCCN2C(=O)S/C(=C\c3ccc4c(c3)OCO4)C2=O)cc(OC)c1OC	i	i	i	i	i	i	i	i	i	i	i
CCOC(=O)c1[nH]c2ccc(OC)cc2c1NC(=O)CN1CCSCC1	i	i	i	·	·	·	·	·	i	·	100*
C#CCOc1c(Br)cc(/C=N/O)cc1OCC	i	i	i	i	i	i	i	i	7.9*	i	i
CCOC(=O)c1nn(-c2ccc(Cl)cc2)c(=O)c(C#N)c1C	i	i	i	i	i	i	i	i	i	i	i
CCCOc1ccc(CC(=O)NCCc2ccccc2)cc1OC	i	i	i	i	i	i	i	i	i	i	i
O=C(O)COc1ccc(/C=N/NC(=O)C(O)(c2ccccc2)c2ccccc2)cc1	i	i	i	i	i	i	i	i	i	i	i
COc1cc(OC)cc(C(=O)c2c(C)c(C#N)c3ccccn23)c1	·	i	·	i	i	i	i	i	·	i	·
CCCCC1=CC2=CC(=O)C(C)(OC(=O)CC)C(=O)C2=CN1Cc1ccccc1 (configuration not stated)	i	i	i	i	i	i	i	i	i	i	i
CCCn1c(N)c(C(c2ccc(C(=O)OC)cc2)N2CCN(c3ccccc3)CC2)c(=O)[nH]c1=O (configuration not stated)	i	i	i	i	i	i	i	i	i	i	i
CCOC(=O)C1=NN(c2ccc(OC)cc2)C(c2ccccc2)CC1=O (configuration not stated)	i	i	i	i	i	i	i	i	i	i	i
COCCCNC(=O)CCn1c(=O)c2ccccc2n(CC(=O)Nc2ccccc2C)c1=O	i	i	i	i	i	i	i	i	i	i	i
COc1ccc(NC(=O)CC2C(=O)OCC3CCCCN32)cc1Cl (configuration not stated)	i	i	i	i	i	i	i	i	i	i	i
N/C(=N\OC(=O)C1CCCCC1)c1ccc(Br)cc1	i	i	i	i	i	i	i	i	i	i	i
COc1cc(C(=O)NCCSc2ccc(F)cc2)cc(OC)c1OC	i	i	i	i	i	i	i	i	i	i	i
CCC(=O)c1ccc(OCC(=O)OCC(=O)NCCC2=CCCCC2)cc1	i	i	i	i	i	i	i	i	i	i	i
CCOC(=O)CC1C(=O)NCCN1C(=O)Nc1ccccc1 (configuration not stated)	i	i	i	i	i	i	i	i	i	i	i
Cc1cc(C)c(C(=O)/C=C/c2cccs2)c(=O)[nH]1	i	i	i	i	i	i	i	i	i	i	i
CCn1c(C)c(CCC(=O)O)c(=O)n2nc(-c3ccccc3OC)cc12	i	i	i	i	i	i	i	i	i	i	i
COCCN(C(=O)COC(=O)/C=C/c1ccc2ccccc2n1)c1c(N)n(Cc2ccccc2)c(=O)[nH]c1=O	i	i	i	i	i	i	i	i	i	i	i
CC[C@H](C)Cc1cn([C@@H](CCCN=C(N)N)C(=O)NCCCCCCCCCCC(=O)N2CCNCC2)nn1	i	i	i	·	·	·	·	·	i	·	i
CC1(C)c2ssc(=S)c2-c2ccccc2N1C(=O)c1ccco1	i	i	i	i	i	i	i	i	i	i	i
COc1ccc2c3c([nH]c2c1)C(C)N(C(C)=O)CC3 (configuration not stated)	i	i	i	i	i	i	i	i	i	i	i
CCOc1ccc(NC(=O)CCN2C(=O)c3ccccc3C2=O)cc1	i	i	i	i	i	i	i	i	i	i	i
C[C@H](NC(=O)[C@@H]1CSC2c3ccccc3C(=O)N21)C(=O)NC1CCCCC1 (some centres not stated)	i	i	i	i	i	i	i	i	i	i	i
CC(=O)C1=C(C)NC(=O)NC1/C=C/c1ccccc1 (configuration not stated)	i	i	i	i	i	i	i	i	i	i	i
COC(=O)C1(S(=O)(=O)c2ccc(C)cc2)CCOCC1	i	i	i	i	i	i	i	i	i	i	i
CC1SCC(=O)N(CC(=O)Nc2ccc3c(c2)OCCO3)C1=O (configuration not stated)	i	i	i	i	i	i	i	i	i	i	i
CCOC(=O)C1=C(CSc2nc(CC)c(C)cc2C#N)OC(N)=C(C#N)C1c1ccc(OC)cc1 (configuration not stated)	i	i	i	i	i	i	i	i	i	i	i
Cc1ccc(NC(=O)Nc2cccc(C)n2)cc1	i	i	i	i	i	i	i	i	i	i	i
O=S(=O)(c1ccccc1)N1CN(Cc2ccc(F)cc2)c2nc3ccccc3nc21	i	i	i	i	i	i	i	i	i	i	i
CC1CC(C)CN(S(=O)(=O)c2cccc3nsnc23)C1 (configuration not stated)	i	i	i	i	i	i	i	i	i	i	i
CC(C)(C)c1cc(Cc2ccccc2)[nH]n1	i	i	i	i	i	i	·	i	i	i	i
COC(=O)c1cc2sc(Cl)cc2n1CC(=O)Nc1cccc(SC)c1	i	i	i	i	i	i	i	i	i	i	i
CCCCCCSc1nc2c(c(=O)[nH]c(=O)n2C)n1C	i	i	i	i	i	i	i	i	i	i	i
O=C(c1sccc1-c1ccccc1)N1CCN(S(=O)(=O)c2ccccc2)CC1	i	i	i	i	i	i	i	i	i	i	i
COc1ccc(N2CCN(C(=O)CCC(=O)N3CCOc4ccc(Cl)cc43)CC2)cc1	i	i	i	i	i	i	i	i	i	i	i
O=C(Cn1ccc2ccccc2c1=O)NCCC(=O)N1CCN(C(=O)c2ccco2)CC1	i	i	i	·	·	·	·	·	i	·	i
Oc1cccc(C2c3[nH]c4ccccc4c3CCN2Cc2ccc3c(c2)CCO3)c1 (configuration not stated)	i	i	i	i	i	i	-6*	i	i	i	i
COc1cc(C(=O)Nc2ccccc2N2CCOCC2)ccc1OCc1c(C)noc1C	i	i	i	i	i	i	i	i	i	i	i
O=S(=O)(c1ccc(Cl)cc1)N1CCCN(c2ccc(C(F)(F)F)cn2)CC1	i	i	i	i	i	i	i	i	i	i	i
O=C(N/N=C\c1cc(Br)c(Br)o1)C1COc2ccccc2O1 (configuration not stated)	i	i	i	i	i	i	i	i	i	i	i
CCOC(=O)c1nc(N)c(=O)n(-c2ccccc2)n1	i	i	i	i	i	i	i	i	i	i	i
CCOC(=O)c1c(NC(=O)CN2CCCCC2)sc2c1CCC(C=O)=C2Cl	i	i	i	i	i	i	i	i	i	i	i
CC[N+](CC)(CC)CCC(O)(c1ccccc1)C1CCCCC1 (configuration not stated)	i	i	i	·	·	·	·	·	i	·	i
O=C(Nc1nnc(C(F)(F)F)s1)c1cccnc1	i	i	i	i	i	i	i	i	i	i	i

(more compounds)
SMILES	MrgX1 agonist	ANO1 activ	MrgX1 antag	TRPC4 act	TRPC4 PAM	TRPC6 inhibitor	TRPC4 block	TRPC6 activator	MrgX1 PAM	RGS4 block	TMEM16A inh
CC(C)CCc1noc(CN(CC2CCC2)CC2CCCO2)n1 (configuration not stated)	i	i	i	i	i	i	i	i	i	i	i
O=C(CC1C(=O)NCCN1Cc1cccc(Oc2ccccc2)c1)NCC1CCOCC1 (configuration not stated)	i	i	i	i	i	i	i	i	i	i	i
COc1cc(SC)ccc1C(=O)NCCCOC(C)C	i	i	i	i	i	i	i	i	i	i	i
O=C(Nc1sc2c(c1C(=O)O)CCCCC2)c1cccnc1	i	i	i	i	i	i	i	i	i	i	i
O=S(=O)(NCCSCc1ccc(Cl)c(Cl)c1)c1ccc2c(c1)OCCO2	i	i	i	i	i	i	i	i	i	i	i
C/C=C/c1c(F)c(F)c(Oc2ccc(C(=O)O)cc2)c(F)c1F	i	i	i	i	i	i	i	i	i	i	i
CCOc1ccc2c(c1)N(C(=O)CN1C(=O)CCC1=O)C(C)(C)C=C2C	i	i	i	i	i	i	i	i	i	i	i
CC(C)CN(C(=O)c1cc2ccccc2o1)c1c(N)n(CC(C)C)c(=O)[nH]c1=O	i	i	i	i	i	i	i	i	i	i	i
COc1ccc(C(=O)Nc2c(C)csc2C(=O)O)cc1	i	i	i	i	i	i	i	i	i	i	i
Cc1onc(-c2ccccc2)c1C(=O)N/N=C/c1ccc(O)c([N+](=O)[O-])c1	i	i	i	i	i	i	i	i	i	i	i
COC(=O)c1cc(C)sc1NC(=S)N1CCN(CCc2ccccc2)CC1	i	i	i	i	i	i	i	i	i	i	i
Cc1cc(C)c2c(=O)[nH]n(C3CCCCCC3)c2n1	i	i	i	i	i	i	i	i	i	i	i

Among those listed so far, these contain a tert-butyl group.
SMILES	MrgX1 agonist	ANO1 activ	MrgX1 antag	TRPC4 act	TRPC4 PAM	TRPC6 inhibitor	TRPC4 block	TRPC6 activator	MrgX1 PAM	RGS4 block	TMEM16A inh
CC(C)(C)N1CC(C(=O)Nc2ccc(S(N)(=O)=O)cc2)CC1=O (configuration not stated)	i	i	-4.9*	i	i	i	i	i	i	i	i
CC(C)(C)c1cc(Cc2ccccc2)[nH]n1	i	i	i	i	i	i	·	i	i	i	i
